Bioassay records: PubChem, National Center for Advancing Translational Sciences (NCATS)
TSHR antag – human thyrotropin receptor antagonism; hit rate 0.2% among 330,000; TSHR-expressing cells, TSH-stimulated cAMP HTRF, 2 h; hits give low values; P16473; activity change, negative = inhibition, % at 11.5 µM;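 active = activity change below a set negative limit, meaning inhibition stronger than a set level, cut at about -70% in these data; inconclusive = activity change between two set negative limits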; also: % is scaled to controls: 0 for no effect and ±100 for the full control effect
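Competitive HTRF cAMP read-out (cryptate anti-cAMP antibody, cAMP-d2; 30 min, room temperature) in freshly harvested TSHR cells. Compounds added before TSH at EC80 (4nM final), followed by 2 hours' incubation at 37 deg C.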
PTAP TSG101 blk – blocks PTAP/TSG101 interaction to inhibit HIV-1 budding | Q99816 | Fluorescence polarization, FITC-PTAP peptide / Tsg101 binding | Potency, µM (top dose mostly 115 µM), inactives show at the top dose activity change, negative = inhibition, usual class: inhibitors | 340,000 tested, under 10 active | AID 493005; active = well fitted inhibition curve with a large enough effect in the main read-out, with a control signal flat, not every such curve was filed as active; inconclusive = small, poorly fitted or top-dose-only effect, or effect the other way, or a change in a side signal; inactive = no such curve, though single readings can be large or run the other way; also: potency is read from the fitted curve at half-maximal effect; % of control where 0% means no effect
Target sequence (Q99816 whole entry, looked up): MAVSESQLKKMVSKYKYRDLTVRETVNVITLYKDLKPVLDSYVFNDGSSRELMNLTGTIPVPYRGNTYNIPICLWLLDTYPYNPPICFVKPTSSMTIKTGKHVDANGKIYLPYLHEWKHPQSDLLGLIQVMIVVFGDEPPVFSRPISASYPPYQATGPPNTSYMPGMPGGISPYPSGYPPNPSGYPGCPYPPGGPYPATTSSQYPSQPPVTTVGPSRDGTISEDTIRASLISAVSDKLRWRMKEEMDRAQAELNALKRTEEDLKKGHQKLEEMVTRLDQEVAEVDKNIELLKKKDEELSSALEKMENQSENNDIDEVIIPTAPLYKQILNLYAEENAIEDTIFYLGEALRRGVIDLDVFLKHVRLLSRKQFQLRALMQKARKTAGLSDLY
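Tsg101 binding domain (10 uM final) was mixed with compound and a FITC-labeled PTAP peptide (50 nM final) in HEPES pH 7.5 buffer with NaCl, Tween 20, EDTA and TCEP; fluorescence polarization was read after 20 min at r.t.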
ELG1 DNA repair – ELG1-dependent DNA repair inhibition | AID 504467 | hit rate 2.3% among 330,000 | HEK293T ELG1-luciferase reporter, luminescence, 16 h; DNA damage induced by 5-fluorouridine | Potency, µM (series often up to 46.1 µM), for the others: top-dose activity change, negative = inhibition, most hits filed as inhibitors; also: potency is read from the fitted curve at half-maximal effect; % is scaled to controls: 0 for no effect and ±100 for the full control effect; nearly all actives have a fitted effect of over 55% in size
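5-Fluorouridine DNA damage + compound/DMSO, 2,000 cells/well, 16 h, 37 °C/5% CO2. ONE-Glo, 30 min RT, luminescence. Readout = decrease in reporter signal.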
Tb PFK inh – T. brucei PFK enzyme inhibition; T. brucei PFK, ADP-Glo luminescence; AID 485367; O15648; Potency, µM (doses to about 57.5 µM), for the others: at the highest dose activity, negative = inhibition, hits mostly inhibitors; hit rate 0.17% among 330,000;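 also: potency is read from the fitted curve at half-maximal effect; 0% = uninhibited 1x PFK enzyme wells and -100% = no-enzyme wells; nearly all actives have a fitted effect of over 60% in size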
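Luminescent ADP detection (ADP-Glo, two-step: ATP depletion then ADP-to-ATP conversion for luciferase) reported PFK activity after 45 min room-temperature reaction of 1.25 nM enzyme with 0.5 mM F6P and 0.1 mM ATP at pH 8.0.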
uPA surface inh – blocks generation of uPA at the cell surface; Potency, µM (doses to about 38.3 µM), for the others: at the top dose activity change, negative = inhibition, hits mostly inhibitors; cell surface uPA generation assay, qHTS; hit rate 0.31% among 330,000; active = well fitted inhibition curve with a large enough effect; inconclusive = small, poorly fitted or top-dose-only effect; inactive = no such curve, though single readings can be large or run the other way; tested in mouse RAW 264.7 cells; also: potency is read from the fitted curve at half-maximal effect; % is scaled to controls: 0 for no effect and ±100 for the full control effect; nearly all actives have a fitted effect of over 55% in size
Mito fusion act – inhibitors of mitochondrial division or activators of mitochondrial fusion; S. cerevisiae fusion-defective mutant growth rescue, CellTiterGlo 48 h; Potency, µM (titrated, usually from 46.1 µM), for inactives: at the top dose growth rescue (activation), most hits filed as activators; hit rate 0.23% among 320,000; AID 485298;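 also: potency is read from the fitted curve at half-maximal effect; % of control where 0% means no effect; nearly all actives have a fitted effect of over 45% in size; temperature-sensitive fusion mutants such as fzo1-1 at 37 °C on non-fermentable ethanol glycerol medium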
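Temperature-sensitive fusion-defective S. cerevisiae (e.g. fzo1-1, mgm1-5) were grown with compound in YPEG medium (3% ethanol, 3% glycerol) for 48 hours at 37C. Growth rescue was measured as viability by CellTiterGlo luminescence after 10 minutes at ambient.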
Chronic BCR inh – inhibitors of chronic active B-cell receptor signaling. ABC-DLBCL IkBa-CBG/CBR reporter, luminescence ratio, 4 h. Potency, µM (top dose mostly 46.1 µM), inactives show top-dose ratio change, negative = lower green/red ratio, actives largely listed as inhibitors. hit rate 0.05% among 340,000; active = well fitted inhibition curve with a large enough effect in the signal ratio, with a control signal flat, not every such curve was filed as active; inconclusive = small, poorly fitted or top-dose-only effect, or effect the other way, or a change in a side signal; the % refers to the signal ratio;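 also: potency is read from the fitted curve at half-maximal effect; plate controls were basal doxycycline-induced cells for no effect and cells given 10 µM MG132 for full effect; MG132 reads +100%, hits lower the ratio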
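Doxycycline induced both beetle luciferases in TMD8 lymphoma cells; IKK-driven degradation limits the IkappaBalpha-fused green signal, while red luminescence normalises for cell number and nonspecific effects. Compounds tested up to 46 uM, 4 hrs.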
TCR activator – activators of T cell receptors; primary human leukocytes, anti-CD3, IL-2 HTRF, 48 h; Potency, µM (highest dose often 9.22 µM), for the others: top-dose activation of IL-2 secretion, most hits filed as activators; 330,000 tested, under 10 active; also: % of control where 0% means no effect
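Readout: HTRF IL-2, Eu-cryptate/d2 antibody pair, 320nm excitation, 665nm emission. Stimulus: a-CD3 beads, no co-stimulation. Cells: primary human leukocytes. Exposure: 48 hr with compound.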
B2AR arrestin – recruits beta-arrestin to the human beta2-adrenergic receptor. hit rate 0.02% among 330,000. beta-arrestin recruitment to beta2AR, cell-based reporter. Potency, µM (highest dose often 46.1 µM), for the others: at the highest dose activation, hits mostly activators. AID 492947;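 also: potency is read from the fitted curve at half-maximal effect; 0% = DMSO controls and full agonism = EC100 isoproterenol or metaproterenol; nearly all actives have a fitted effect of over 65% in size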
Eya2 phos inh – inhibitors of human Eya2 phosphatase activity. recombinant Eya2, OMFP fluorescence dephosphorylation (OMFP is methylfluorescein phosphate). O00167. AID 488837. Potency, µM (highest dose often 76.9 µM), for inactives: at the top dose activity, negative = inhibition, hits mostly inhibitors. hit rate 0.006% among 330,000; also: potency is read from the fitted curve at half-maximal effect; % is scaled to controls: 0 for no effect and ±100 for the full control effect
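Eya2 protein (added as 0.2 uM solution) was preincubated with compound for 10 min at ambient temperature in 50 mM HEPES pH 7.5, 50 mM NaCl, 5 uM MgCl2, 0.05% BSA, 1 mM DTT. OMFP (added at 50 uM) then reacted 10 min; fluorescence read at 485/525 nm.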
USP2a block – USP2a (human) protease inhibition; USP2 core, Ub-CHOP2 coupled fluorogenic reporter, 485/531; O75604; Potency, µM (series often up to 38.3 µM), without a hit: at the top dose activity change, negative = inhibition, actives largely listed as inhibitors; hit rate 0.01% among 330,000;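 also: potency is read from the fitted curve at half-maximal effect; plate controls were DMSO wells for no effect and full inhibition by NEM control for full effect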
Target sequence (O75604 whole entry, looked up): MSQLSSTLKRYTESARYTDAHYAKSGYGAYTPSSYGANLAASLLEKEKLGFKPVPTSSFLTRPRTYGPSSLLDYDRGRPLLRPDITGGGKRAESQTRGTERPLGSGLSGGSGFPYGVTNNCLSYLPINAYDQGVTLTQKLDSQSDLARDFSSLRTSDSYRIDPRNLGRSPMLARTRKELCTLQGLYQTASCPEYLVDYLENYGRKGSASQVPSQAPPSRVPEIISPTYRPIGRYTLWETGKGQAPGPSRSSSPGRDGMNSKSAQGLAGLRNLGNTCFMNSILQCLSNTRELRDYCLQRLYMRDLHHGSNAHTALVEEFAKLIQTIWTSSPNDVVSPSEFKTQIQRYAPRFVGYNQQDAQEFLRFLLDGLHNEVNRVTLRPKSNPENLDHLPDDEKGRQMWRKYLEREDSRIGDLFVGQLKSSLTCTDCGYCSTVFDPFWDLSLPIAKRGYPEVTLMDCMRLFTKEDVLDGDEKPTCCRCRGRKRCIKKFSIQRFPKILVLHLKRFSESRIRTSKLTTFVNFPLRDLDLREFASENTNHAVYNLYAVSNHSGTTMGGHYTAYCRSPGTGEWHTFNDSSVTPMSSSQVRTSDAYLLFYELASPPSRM
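USP2 core (10nM final) preincubated 30min RT with compound in 20mM Tris-HCl pH 8.0, 2mM CaCl2, 2mM beta-mercaptoethanol, 0.05% CHAPS; 25nM Ub-CHOP2 plus 25nM reporter substrate added, fluorescence (Ex485/Em531) read after 60min.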
Starred values were filed as active, the others as inactive; ? = inconclusive; . = not tested or not shown; [ ] = another dose, or the depositor's remark. Unless noted, calls follow the shape of the dose curve; as a rule, active = well fitted curve in the direction sought with a large enough effect; inconclusive = small, poorly fitted or top-dose-only effect, or another doubt; inactive = no such curve, though single readings can be large; an effect the other way counts as inactive or inconclusive.

cpd	SMILES	B2AR arrestin	USP2a block	Chronic BCR inh	PTAP TSG101 blk	ELG1 DNA repair	Mito fusion act	TCR activator	Eya2 phos inh	uPA surface inh	TSHR antag	Tb PFK inh
1	NC(=O)CC1(CC(=O)O)CCCCC1	-0.1%	-1%	?	-6%	13%	8%	-3%	-11%	.	15	2%
2	O=c1[nH]c(SCc2cccc(F)c2)nc2ccccc12	-0.3%	2%	3%	-6%	?	3%	-4%	-2%	3%	-6	-7%
3	Cc1cc(NS(=O)(=O)c2c(C)[nH]c(=O)[nH]c2=O)ccc1Br	-0.1%	0%	-1%	-3%	1%	-8%	-58%	13%	10%	1	1%
4	Cc1cc(C(=O)NNC(=O)c2cccs2)c(C)o1	-0.4%	2%	-10%	-3%	?	1%	-7%	-5%	10%	2	0%
5	OCC1(Cc2ccccc2C(F)(F)F)CCN(Cc2ccc3c(c2)CCO3)CC1	8.4%	5%	2%	1%	-3%	24%	-1%	4%	1%	-12	-2%
6	CN(CC(=O)N1CCCCC1)S(=O)(=O)c1cccc2cccnc12	-1.0%	0%	3%	-2%	0%	2%	-11%	14%	5%	0	-7%
7	COC(=O)C1=C(C)NC(=O)NC1c1c(O)ccc2ccccc12 (configuration not stated)	0.5%	-2%	-5%	0%	-13%	0%	.	5%	-6%	6	6%
8	O=C(Nc1cccc(F)c1)N1CCN(C(=O)c2ccco2)CC1	0.4%	2%	?	0%	5%	0%	2%	-1%	-10%	-2	-7%
9	CC(C)N(Cc1ccccc1)C(=O)CN1C(=O)NC2(CCCCCC2)C1=O	0.0%	2%	0%	-7%	-2%	-2%	2%	-6%	9%	10	-4%
10	CCC1CCCCN1S(=O)(=O)c1ccc(C(=O)Nc2nnc(-c3cccs3)o2)cc1 (configuration not stated)	-0.8%	-11%	-7%	-10%	?	2%	-2%[46.1 µM]	2%	-13%	-14	4%
11	O=C1CCCN2N=C(SCC(=O)Nc3ccc(F)cc3F)SC2=N1	0.5%	3%	7%	-2%	-10%	0%	-1%	-2%	-3%	-2	-3%
12	Cc1ccc2nc(/C(C#N)=C\c3ccc(Oc4ccc(C(F)(F)F)cc4[N+](=O)[O-])cc3)[nH]c2c1	-0.8%	2%	12%	-12%	?	0%	-5%	-1%	7%	-6	0%
13	COc1ccc(C)c2sc(=NC(=O)C(C)C)n(C)c12	-0.8%	0%	-1%	-5%	-1%	0%	5%	10%	15%	-9	0%
14	CCn1c(CCC(=O)Nc2nc3c(s2)CCCC3)nc2cc(S(=O)(=O)N(C)C)ccc21	-0.7%	2%	-7%	-3%	?	-6%	-5%	-14%	2%	-6	8%
15	CC(=O)c1ccc(NC(=O)[C@@H]2CCCN2C(=O)OC(C)(C)C)cc1	-0.9%	-1%	?	-3%	?	2%	1%	-10%	2%	-1	1%
16	COc1ccc2oc(=O)c(C(=O)NC3CCCCCC3)cc2c1	-0.8%	3%	-3%	1%	?	2%	.	?	1%	-20	0%
17	O=C(CN1CCCC1)NC(c1ccccc1)c1ccccc1	-1.2%	-8%	3%	0%	13%	2%	6%	7%	5%	1	-7%
18	c1ccc(-c2cc3c(ccc4nonc43)nn2)cc1	-0.2%	2%	0%	-5%	?	1%	-1%	14%	0%	-3	-4%
19	CCCCNC(=O)CCn1c(=O)c2cccn2c2ccc(F)cc21	0.0%	2%	1%	-4%	-2%	3%	7%	-24%	2%	-6	1%
20	CN(CCc1ccccn1)Cc1ccc(Cl)c(Cl)c1	0.6%	0%	-8%	-2%	5%	-4%	9%	0%	-3%	17	-25%
21	CC(C)CNC(=O)c1noc2c1CCCC2	-0.5%	0%	-17%	2%	?	1%	-3%	12%	-1%	1	-1%
22	COc1ccc(C2=NS(=O)(=O)N(C)C(C(=O)NCc3ccccc3)=C2)cc1OC	0.0%	0%	-15%	-1%	?	0%	4%	-3%	-3%	6	1%
23	Cc1ccc(SCCNC(=O)c2ccccc2)cc1	-0.2%	4%	5%	-6%	-7%	1%	6%	2%	3%	1	0%
24	CCOC(=O)CC(=O)CSc1nc(N)c(C#N)c(-c2ccc(Cl)cc2)c1C#N	-1.0%	-2%	?	.	-19%	3%	.	-3%	-1%	-9	-9%
25	CCc1ccccc1NC(=O)CN(C)C(=O)c1cc(C2CC2)nc2c1cnn2C(C)C	0.1%	0%	4%	-1%	2%	-1%	0%	-5%	15%	9	0%
26	CCOC(=O)/C(=C/C=C1\Sc2ccccc2N1CC)C(C)=O	-0.2%	?	3%	?	?	11%	-4%	?	3%	-7	?
27	C=CCCN(C(C(=O)OC)C(C)C)S(=O)(=O)c1ccccc1Br (configuration not stated)	0.4%	1%	7%	0%	-15%	-37%[inhibitor]	-2%	-17%	-25%	-20	0%
28	C=CCn1c(=NC(=O)c2ccc(S(=O)(=O)N3CCc4ccccc4C3)cc2)sc2cc(S(N)(=O)=O)ccc21	-0.3%	3%	-1%	0%	-4%	-6%	-6%[46.1 µM]	3%	-7%	-5	0%
29	COc1ccc(CN(C)CC(=O)Nc2cc(OC)c([N+](=O)[O-])cc2C)c(OC)c1	-0.5%	-2%	-18%	-1%	16µM*	0%	1%[46.1 µM]	-8%	-4%	-6	4%
30	O=C(C(=O)N1CCN(c2ccccc2)CC1)c1cn(CC(=O)N2CCCCCC2)c2ccccc12	-0.3%	-9%	?	-2%	1%	0%	-5%	-10%	-11%	-12	1%
31	Cc1ccc2nc(/C(C#N)=C\c3ccc(N4CCOCC4)o3)[nH]c2c1	-0.2%	?	?	?	?	10%	4%[46.1 µM]	?	-6%	-1	-3%
32	O=C(Cn1[nH]c(=O)c2ccccc2c1=O)NCC1COc2ccccc2O1 (configuration not stated)	0.4%	1%	-5%	-6%	-6%	1%	6%	7%	-1%	-10	1%
33	COc1ccc(CC(=O)Nc2ccc(S(=O)(=O)Nc3nc(C)cc(C)n3)cc2)cc1	0.2%	1%	-6%	-9%	-9%	-1%	-2%	-22%	.	5	1%
34	Cc1ccc(OCCOc2ccc(Br)cc2/C=N\NC(N)=O)cc1	0.2%	0%	3%	-3%	5%	-9%	0%	-8%	-5%	7	1%
35	O=C(CCS(=O)(=O)c1ccc(F)cc1)Nc1nc(-c2ccncc2)cs1	0.1%	-1%	8%	-1%	5%	-2%	1%	-3%	?	-9	21µM*
36	COc1ccc(CN2CCN(C(=O)CCC(=O)Nc3nnc(C4CCCCC4)s3)CC2)cc1F	0.2%	1%	?	-4%	5.8µM*	-5%	-4%	-7%	-6%	-4	-4%
37	Cc1cccc(Sc2ccc([N+](=O)[O-])cc2[N+](=O)[O-])n1	-2.3%	1%	-4%	0%	7%	?	-4%[46.1 µM]	9%	-14%	2	-2%
38	CCOc1ccc(NC(=O)NN2C(C)CCCC2C)cc1 (configuration not stated)	-1.0%	1%	0%	-1%	-8%	22%	3%	4%	-22%	-2	-2%
39	O=C(CCCNC(=O)c1ccc(Cl)cc1)Nc1nccs1	2.0%	1%	3%	-3%	0%	.	5%	6%	-1%	-15	-2%
40	COc1ccc(OC)c(/C=N/NC(=O)c2cc[n+](Cc3ccccc3)cc2)c1	1.7%	0%	-1%	-5%	-7%	2%	-4%[46.1 µM]	-2%	-18%	16	0%
41	O=C(Cn1ccc([N+](=O)[O-])n1)Nc1nccs1	-0.5%	0%	3%	-1%	-4%	-5%	-8%[46.1 µM]	-4%	-1%	8	-10%
42	C=CCN(C(=O)CSC1=NC(=O)CN1C(C)=O)c1nc(C)c(-c2ccccc2)s1	2.9%	-3%	?	4%	?	-7%	8%	19%	-8%	-33	4%
43	CC1CN(C(=O)c2cc3c(=O)n4ccccc4nc3n2C)CC(C)O1 (configuration not stated)	0.1%	1%	-6%	-6%	?	-1%	-14%	-4%	1%	4	-1%
44	CCOC(=O)c1ccc(NC(=O)Oc2ccccc2)cc1	0.2%	1%	4%	-1%	?	-1%	1%	4%[15.4 µM]	1%	0	-4%
45	N#C/C(=C\c1cccs1)Sc1nc2ccccc2s1	-0.3%	-3%	?	0%	23%	?	1%	-43%	-11%	-6	-4%
